CHOP UPR activ: apoptotic UPR (CHOP) activation; activation, % at 10 µM; CHO-CHOP luciferase reporter, luminescence; percent of tunicamycin response over DMSO baseline; actives 0.34% (n = 330,000);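 active means at 10 µM dose, activation of 40% or more, normalized to positive control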;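 further: 100% = tunicamycin at 10 µg/mL and 0% = DMSO alone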
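System: CHO-CHOP luciferase reporter cell line | Buffer or medium: F12 medium containing 10% fetal bovine serum | Doses: One dose, 10 µM in 0.5% DMSO | Times: 6 h compound exposure at 37 °C after overnight seeding | Signal: Luciferase luminescence | Read-out: % activation vs tunicamycin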
UPR XBP1 act: adaptive UPR (XBP1) activation; actives 0.33% (n = 330,000); CHO-XBP1 luciferase reporter, IRE1-XBP1 UPR activation, luminescence; percent of tunicamycin response, DMSO as zero; activation, % at 20 µM;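 active means versus positive control, 20 µM dose yields 30% or more activation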;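 further: 100% = tunicamycin at 10 µg/mL and 0% = DMSO only wells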
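Material: CHO-XBP1 cells stably carrying IRE1-XBP1-driven luciferase reporter | Medium: F12 with 10% serum | Compound dosing: 20 µM single concentration, DMSO 1% | Incubation: Overnight seeding at 37 °C, 6 h compound treatment at 37 °C | Detection: Steady-Glo luminescence read | Read-out basis: % activation of reporter signal versus tunicamycin and DMSO controls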
CCR6 antag: CCR6 (human) receptor antagonism; P51684; inhibition, % at 20 µM; actives 0.49% (n = 340,000); CHO-K1 CCR6 PathHunter beta-arrestin, luminescence, CCL20-stimulated;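 active means compounds whose inhibition of the agonist-driven luminescence signal at 20 µM reaches about 50%, limit read from the data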;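 further: cells stimulated with CCL20 at 14 nM final; plate controls were DMSO with CCL20 for no effect and DMSO without agonist for full effect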
EBI2 block: EBI2 (human) antagonism; actives 0.81% (n = 360,000); AID 651636; inhibition, % at 5 µM; EBI2 beta-arrestin recruitment, luminescence, 7a,25-OHC stimulated; P32249; in the data active means inhibition above about 38%;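 further: enzyme fragment complementation signal reports receptor beta-arrestin coupling in cells; 0% = agonist plus DMSO wells and 100% = wells without agonist; some results beyond the cut were filed as inactive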
APJ agonist: agonists of human APJ apelin receptor; P35414; CHO-K1 APJ PathHunter beta-arrestin, luminescence; 0% DMSO wells, 100% apelin; activation, % at 20 µM; actives 0.11% (n = 330,000);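 active means activation more than six SD over the plate average, tested at 20 µM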;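 further: 0% = DMSO alone and 100% = apelin-13 at 10 nM; some results filed as inactive read as strong as hits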
Target sequence (P35414 whole entry, looked up): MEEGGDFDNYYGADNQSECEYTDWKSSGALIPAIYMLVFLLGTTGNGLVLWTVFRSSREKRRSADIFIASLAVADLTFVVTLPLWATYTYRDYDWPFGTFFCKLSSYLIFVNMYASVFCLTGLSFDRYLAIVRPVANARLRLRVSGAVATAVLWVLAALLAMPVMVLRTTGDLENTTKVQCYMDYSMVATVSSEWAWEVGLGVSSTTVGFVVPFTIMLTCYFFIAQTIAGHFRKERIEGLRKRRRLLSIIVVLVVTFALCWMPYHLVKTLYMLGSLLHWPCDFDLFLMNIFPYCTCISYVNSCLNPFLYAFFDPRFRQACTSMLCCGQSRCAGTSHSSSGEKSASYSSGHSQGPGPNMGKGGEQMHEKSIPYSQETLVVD
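Assay system: CHO-K1 cells stably expressing ProLink-tagged human APJ and arrestin–beta-gal acceptor. Compound dosing: 20 µM single point, 1% DMSO. Times: 16-18 h seeding, 90 min dark compound exposure, 60 min detection. Detection: beta-gal luminescence. Evaluation: APJ–arrestin association signal. Controls: negative DMSO alone, positive Apelin-13 at 10 nM.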
CXCR6 inh: inhibitors of human CXCR6 receptor; actives 0.36% (n = 360,000); O00574; inhibition, % at 20 µM; CHO-K1 PathHunter CXCR6 beta-arrestin, luminescence; in the data active means inhibition above about 34%, passing the limit was not always enough;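 further: antagonist mode with CXCL16 agonist at 10 nM final; 0% = 10 nM CXCL16 with DMSO and 100% = unstimulated wells without agonist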
Target sequence (O00574 whole entry, looked up): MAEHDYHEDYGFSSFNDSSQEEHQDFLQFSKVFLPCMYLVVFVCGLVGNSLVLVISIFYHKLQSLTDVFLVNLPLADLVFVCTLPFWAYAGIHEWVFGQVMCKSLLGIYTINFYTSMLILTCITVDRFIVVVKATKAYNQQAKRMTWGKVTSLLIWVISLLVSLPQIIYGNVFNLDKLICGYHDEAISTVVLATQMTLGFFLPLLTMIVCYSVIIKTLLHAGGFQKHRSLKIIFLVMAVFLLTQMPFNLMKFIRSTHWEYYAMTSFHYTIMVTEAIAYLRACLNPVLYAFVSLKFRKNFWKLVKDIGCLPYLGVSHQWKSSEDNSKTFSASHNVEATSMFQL
APJ antagonist: antagonists of human APJ apelin receptor; P35414; CHO-K1 APJ beta-arrestin complementation, luminescence; inhibition, % at 20 µM; actives 0.32% (n = 330,000); AID 2521;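 active means inhibition above about 40% at 20 µM, limit read from the data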;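 further: cells challenged with 10 nM apelin-13 agonist together with compound; plate controls were apelin-13 plus DMSO wells for no effect and DMSO wells lacking apelin-13 for full effect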
tim23-1 inh: growth inhibitors of tim23-1 mutant yeast; S. cerevisiae tim23-1 growth, BacTiter-Glo luminescence, 24 h; inhibition, % at 20 µM; actives 1.3% (n = 330,000); AID 463212;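 active means growth inhibition of the mutant yeast at or above 50%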;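 further: temperature-sensitive mutant grown at 25 °C; plate controls were DMSO-treated mutant yeast for no effect and medium wells lacking yeast for full effect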
Mdm2 MdmX PPI: inhibitors of human Mdm2/MdmX interaction; SaOS-2 split-luciferase Mdm2/MdmX complementation, luminescence; inhibition, % at 8 µM; actives 3% (n = 330,000);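 active means inhibition of at least 50% at 8 µM in the primary screen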
Numbers without * were called inactive. A portion of the library. The share of hits here may be higher or lower than overall.

canonical_smiles	CHOP UPR activ	UPR XBP1 act	CCR6 antag	EBI2 block	APJ agonist	CXCR6 inh	APJ antagonist	tim23-1 inh	Mdm2 MdmX PPI
O=C(CSc1nnc(C2CC2)n1Cc1ccccc1)c1cc2ccccc2o1	-1.0	-2	2	15	-3	7	1	33	28
Cc1cc(C(=O)N/N=C\c2cc(C(C)(C)C)c(O)c(C(C)(C)C)c2)n[nH]1	1.0	2	16	16	4	-12	7	33	15
CCn1c(C)nc2cc(C(=O)N/N=C/c3ccc(OC)cc3)ccc21	0.5	-1	4	-20	-2	0	16	8	23
CCOc1ccccc1N(CC(=O)NC1CCCC1)S(=O)(=O)c1ccc(C)cc1	-0.2	-1	9	0	0	-1	-20	35	17
Cc1nc(SCC(=O)NNC(=O)c2cccs2)[nH]c(=O)c1C	3.4	0	7	-1	-2	5	-3	0	-3
O=C(c1ccc2nc(N3CCCCC3)sc2c1)N1CCN(c2ccccn2)CC1	3.4	-1	8	-4	-1	0	11	49	-21
CC(=O)c1ccc(S(=O)(=O)NCc2ccc(C(=O)N(C)CC(=O)Nc3cccc(F)c3)cc2)cc1	2.4	-2	10	-10	-1	-5	15	-2	27
CC(CN1C(C)CCCC1C)OC(=O)c1cccc(F)c1 (stereo unspecified)	-1.1	-1	10	-1	-3	-2	6	7	22
Cc1cccc(NC(=O)C2CC(=O)OC23CCCCC3)c1 (stereo unspecified)	4.7	-3	5	4	-2	-3	6	10	1
CCCn1c(-c2cc(OC)c(OC)c(OC)c2)nc2c1c(=O)[nH]c(=O)n2Cc1ccccc1	3.6	3	21	-1	-3	29	30	16	8
Cc1cc(NS(=O)(=O)c2ccc(NC(=O)CSc3nnc(-c4ccco4)n3N)cc2)nc(C)n1	1.9	0	2	9	-3	10	0	7	-19
CC1=Nc2ccccc2N=C(NC(=O)CSC(=S)N2CCCCC2)C1c1ccccc1 (stereo unspecified)	0.1	-2	7	13	-1	1	6	36	18
COc1c(C(=O)Nc2ccc(Cc3ccncc3)cc2)ccc2ccccc12	5.2	-1	3	-1	0	-9	-6	47	-5
C[n+]1cccc(C(=O)N/N=C/c2ccc3c(c2)OCO3)c1	5.5	3	8	-5	-2	2	13	7	-4
O=[N+]([O-])c1cccc(/C=N/NC2=NS(=O)(=O)c3ccccc32)c1	1.8	-2	14	-16	-3	-3	12	-1	-2
Cc1cc(-c2ccccc2)c2c3c(cn2n1)c(=O)n(C)c(=O)n3C	-0.3	-2	6	9	0	15	-2	34	24
CN(CCC#N)C(=O)COC(=O)c1ccc2c(c1)C(=O)N(C1CCCCC1)C2=O	-0.3	1	4	-9	-6	8	13	8	-16
COc1ccccc1CNC(=O)CC1C(=O)NCCN1C1Cc2ccccc2C1 (stereo unspecified)	0.5	0	-1	-4	0	4	-12	18	0
Cc1cc(O)c(C(C)C)cc1NC(=O)c1ccccc1Cl	1.2	-2	10	-19	-3	-4	-14	11	6
O=C(Cc1ccccc1)NCCn1ccc2ccccc21	2.5	-2	-11	7	5	7	14	10	-44
COc1ccc(C)cc1N(CC(=O)N/N=C/c1ccc2c(c1)OCO2)S(C)(=O)=O	-3.3	-3	8	-10	-2	-1	8	6	-5
CC(Oc1ccc(Br)cc1)C(=O)Nc1ccc(N2CCOCC2)cc1N1CCOCC1 (stereo unspecified)	0.9	-5	22	28	-4	6	3	25	-12
CCOc1ccc(Br)cc1C1=NN(C(C)=O)C(c2ccc([N+](=O)[O-])s2)O1 (stereo unspecified)	4.3	-1	15	11	3	1	-24	83*	15
CCOC(=O)c1c(C)[nH]c(C(=O)Cn2nnc(-c3ccccc3)n2)c1C	0.0	-1	-8	4	6	-9	9	6	39
CNc1nnc(-c2ccco2)s1	1.5	-1	12	-6	-1	-9	-8	11	28
CCOC(=O)N1C2C=C(C)[C@@H]2[C@@H]2CC(=O)N21 (stereo partly specified)	-0.3	-1	-8	-15	2	-3	12	-1	15
CC(C)n1c(SCC(=O)Nc2nncs2)nnc1C1CC1	2.3	-5	-2	-7	13	5	0	-8	9
COc1cccc(-c2ccc(NC(=O)C3CCCN(Cc4cnn(C(C)C)c4)C3)cc2)c1 (stereo unspecified)	-0.3	3	11	-1	9	3	-10	12	26
Cc1c(C)n(Cc2ccc(Cl)cc2)c2ccc(C(=O)NCCCN3CCOCC3)cc12	1.6	-3	24	13	-2	15	8	3	45
COc1ccc(CC(=O)N2CCN=C2SC)cc1	-2.1	0	-2	5	-2	-6	17	-1	6
CCOC(=O)c1cnn(-c2ccccc2)c1-n1cccc1C(=O)C(=O)N(C)C	1.3	0	4	4	0	-1	11	11	11
COc1ccccc1/C=N/Nc1nc(C)c(C(C)=O)s1	3.4	6	0	16	-2	-3	-44	8	-50
CNC(=O)C(Sc1ccccc1)c1ccccc1 (stereo unspecified)	0.2	2	13	-9	-1	-5	-9	0	2
O=C(NNC(=O)c1cccc(S(=O)(=O)N2CCN(c3ccccc3)CC2)c1)c1ccc(Cl)cc1	4.0	0	6	12	-2	-1	-23	10	-2
O=C(NCC1CCCO1)C(c1ccco1)N(Cc1ccc(F)cc1)C(=O)CN1C(=O)c2ccccc2S1(=O)=O (stereo unspecified)	-1.1	-1	1	-4	0	4	5	4	-4
CC1CN(C(=O)c2cc(F)c(F)cc2Cl)CC(C)O1 (stereo unspecified)	-1.0	-2	1	-3	-3	-3	-19	13	25
COc1ccc(-c2nonc2NC(=O)c2oc3ccccc3c2C)cc1OC	0.1	-4	19	-6	0	1	17	-9	11
COc1ccc(CN(C(=O)c2cnccn2)C(C(=O)Nc2ccc(F)cc2)c2ccccc2)cc1 (stereo unspecified)	-0.2	-2	5	-2	4	3	-16	11	14
COc1ccc(S(=O)(=O)N2CCCC(C(=O)NCC3CCCO3)C2)cc1Cl (stereo unspecified)	-0.4	2	4	1	-3	2	3	0	18
C=CC[n+]1c(C)csc1Nc1ccc(C(=O)O)cc1	-0.3	16	10	-3	-1	-6	-3	23	-26
COCCCn1c(=S)[nH]c2c(sc3ccccc32)c1=O	0.8	1	-3	-2	0	4	9	6	3
CN(C)S(=O)(=O)N1CCN(CC(O)COc2ccc(C(=O)c3ccccc3)cc2)CC1 (stereo unspecified)	-3.1	-3	2	3	0	0	-24	-9	18
CC(C)CCn1cnc2c(cnn2-c2ccc(Cl)cc2)c1=O	5.9	-3	12	8	-3	13	4	7	-10
COc1ccc(CCNC(=O)Cn2nc([N+](=O)[O-])c(Br)c2C)cc1OC	3.0	1	14	-9	-2	9	-1	2	3
O=S(=O)(Nc1cccc(-c2ccc(N3CCCCCC3)nn2)c1)c1cccc(F)c1	4.0	1	7	-7	-5	-10	-14	19	-59
CCCCC(=O)N1CCN(c2nc3ccc(Cl)cc3s2)CC1	5.2	-3	14	-2	2	-8	-7	21	-37
COc1cc(CC(=O)Nc2nccs2)cc(OC)c1OC	-1.2	-3	-7	2	-2	-6	-12	0	17
O=C(CSc1ccccn1)Nc1ccc(Br)cn1	5.4	0	29	9	2	-2	-3	23	-3
CCOC(=O)CN1C(=O)c2ccccc2C1=O	-1.9	0	1	0	-2	0	7	-6	24
CCn1c(SCC(=O)Nc2ccc(N3CCOCC3)cc2)nnc1-c1ccco1	0.1	-2	-3	-13	-1	-6	-2	9	17
CCOC(=O)COc1cccc2c(=O)n(CC(=O)N3CCC(C)CC3)ccc12	-0.9	0	0	-4	-4	-4	-14	-3	18
O=C(c1ccc(F)cc1)c1cc2ccc(O)cc2oc1=O	0.3	-4	6	11	-2	6	9	28	-7
Cc1ccc(NC(=O)COC(=O)[C@H](C)N2C(=O)C3CC=CCC3C2=O)cc1S(=O)(=O)N(C)C (stereo partly specified)	-0.3	-1	-1	-4	-2	-2	4	2	15
O=C(N/N=C/c1ccc(Sc2ccccn2)o1)c1cc2ccccc2cc1O	3.6	0	18	-8	-3	14	-5	2	25
Clc1ccc(CSc2nccn2Cc2ccccc2)cc1	2.7	1	26	77*	-8	-10	-10	51*	29
Cc1ccc(S(=O)(=O)N(C)c2cc(S(N)(=O)=O)c(C)cc2C)cc1	-1.8	0	-3	-10	2	-10	4	16	-2
O=C(c1cnn2cccnc12)N1CCN(c2ccccc2)CC1	-1.5	0	-6	-8	-5	2	-7	2	14
COc1ccc(OCCC(=O)NCCN2CCOCC2)cc1	-0.3	-3	15	-8	2	1	-3	12	22
COc1ccc2cc(-c3ccccc3)c(=O)oc2c1	3.7	-4	10	8	-1	-10	11	28	-142
COc1ccc(CNn2c(C)nc3ccccc3c2=O)cc1	0.4	4	-4	-1	-7	0	9	11	1

(listing goes on)
canonical_smiles	CHOP UPR activ	UPR XBP1 act	CCR6 antag	EBI2 block	APJ agonist	CXCR6 inh	APJ antagonist	tim23-1 inh	Mdm2 MdmX PPI
Cc1ccc(C)c(N2CCN(C(=O)c3ccc(NS(=O)(=O)c4c(C)noc4C)cc3)CC2)c1	-1.1	-3	0	-1	10	-3	-15	6	5
Cc1ccc(NC(=O)CCNS(=O)(=O)c2ccc3c(c2)CCC(=O)N3)cc1F	-0.4	5	-2	-2	-2	6	-7	-4	5
COc1ccc(C2CC(c3c(O)cc(C)oc3=O)=NCCS2)c(OC)c1 (stereo unspecified)	9.1	15	18	-17	-2	3	1	26	-18
Cc1nn(CC(=O)OCC(=O)c2ccccc2)c(C)c1[N+](=O)[O-]	-0.4	-2	-5	-4	-1	3	20	11	-11
COc1ccccc1-n1c(SCC(N)=O)nnc1-c1ccc(S(=O)(=O)N2CCCCC2)cc1	0.2	0	2	-1	-2	4	-17	6	8
C=CCNC(=O)c1onc(CSc2ccc(F)c(F)c2)c1C(=O)NCC=C	-1.5	0	15	-2	1	3	-67	22	9
Cc1cccc(-c2noc(CN(C(=O)C(c3ccccc3)c3ccccc3)C(C)C)n2)c1	0.4	2	11	25	-4	7	-9	12	29
Cc1ccnc(NC(=O)COc2c(C)cc(C)cc2[N+](=O)[O-])c1	2.9	-2	11	1	-1	3	-7	25	-2
Fc1cnc(Cl)nc1NC1CCCCC1	-0.3	-3	-3	9	-5	6	4	12	9

Screens: PubChem, Sanford-Burnham Center for Chemical Genomics
